TAAR1 antagonist: human TAAR1 antagonists, primary screen, Fluo-8 calcium fluorescence, CHO RD-HGA16 cells; inhibition, % at 3 µM; antagonist; 360,000 tested, 1.5% active; AID 624466, 2012;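 active = inhibition above a per-plate cutoff, the mean inhibition of test compounds on that plate plus 3 SD, cut at about 49% in these data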;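 note: 0% = DMSO plus EC80 beta-PEA response and 100% = DMSO alone without agonist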
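Material: RD-HGA16 CHO cells with stable hTAAR1 and Gα16; Dosing: single nominal final test compound concentration of 3 µM; Schedule: seeding 17-24 h prior, 75-min 37 °C, 30-min RT dye loading; Detection: kinetic Fluo-8 calcium fluorescence measurement; Measure: % inhibition from peak post-agonist over basal fluorescence ratio; Benchmarks: vehicle and agonist controls.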
M5 ag: human M5 muscarinic receptor agonists, primary screen, CHO-K1 cells, Fluo-8 calcium fluorescence; CHO-K1 hM5 cells; 0% DMSO wells, 100% maximal acetylcholine response; 360,000 tested, 0.19% active; activation, % at 3 µM; AID 624037, 2012;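 active = activation above the run's mean over test compounds plus 3 SD, cut at about 23% in these data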;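 note: signal is peak over basal fluorescence ratio across the kinetic read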
Target sequence (P08912 whole entry, looked up): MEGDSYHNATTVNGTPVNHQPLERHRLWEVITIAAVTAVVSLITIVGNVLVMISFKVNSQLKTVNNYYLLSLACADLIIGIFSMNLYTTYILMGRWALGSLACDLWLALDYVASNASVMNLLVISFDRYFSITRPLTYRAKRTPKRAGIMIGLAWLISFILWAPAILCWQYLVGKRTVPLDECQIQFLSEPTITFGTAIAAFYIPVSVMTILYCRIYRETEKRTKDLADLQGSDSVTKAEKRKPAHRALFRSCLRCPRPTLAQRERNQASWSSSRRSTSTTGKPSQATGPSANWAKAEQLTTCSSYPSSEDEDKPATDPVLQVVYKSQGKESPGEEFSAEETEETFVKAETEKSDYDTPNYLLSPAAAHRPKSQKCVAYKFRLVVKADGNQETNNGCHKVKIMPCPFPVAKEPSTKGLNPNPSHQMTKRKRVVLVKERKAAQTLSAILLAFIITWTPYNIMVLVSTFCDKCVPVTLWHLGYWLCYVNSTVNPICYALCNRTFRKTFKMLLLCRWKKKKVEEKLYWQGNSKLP
CHO-K1 Ca PAM: nonselective calcium activators in parental CHO-K1 cells, primary screen, counter-screen for M1 PAM project, cell-based, Fluo-8 calcium fluorescence, full deck, 1536-well; ATP EC20; 0% at ATP EC20, 100% at ATP max; activation, % at 3 µM; 360,000 tested, 0.02% active; AID 602247, 2012;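 active = activation above the run cutoff, the mean activation of all test compounds plus 3 SD, cut at about 40% in these data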;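 note: peak over basal fluorescence ratio in a 140 s read after ATP addition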
CRFBP-R2 block: antagonists of CRF-BP/CRF-R2 complex, primary screen, cell-based, HEK293, calcium dye fluorescence, uHTS; CRF-induced calcium fluorescence; inhibition, % at 11.8 µM; 350,000 tested, 0.59% active; AID 588475, 2011;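 active = inhibition of the ligand-induced calcium signal above about 50% at the single tested concentration, limit read from the data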
M4 PAM: human M4 muscarinic receptor positive allosteric modulators, primary screen, CHO-K1 cells, Fluo-8 calcium fluorescence; activation, % at 3 µM; CHO-K1 hM4/Gqi5, ACh EC20; 0% = ACh EC20, 100% = maximal ACh; 360,000 tested, 0.4% active; Muscarinic acetylcholine receptor M4 (Homo sapiens), P08173;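 active = activation above its plate's cutoff, the mean activation of sample wells plus 3 SD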; note: some results filed as inactive read as strong as hits
Target sequence (P08173 whole entry, looked up): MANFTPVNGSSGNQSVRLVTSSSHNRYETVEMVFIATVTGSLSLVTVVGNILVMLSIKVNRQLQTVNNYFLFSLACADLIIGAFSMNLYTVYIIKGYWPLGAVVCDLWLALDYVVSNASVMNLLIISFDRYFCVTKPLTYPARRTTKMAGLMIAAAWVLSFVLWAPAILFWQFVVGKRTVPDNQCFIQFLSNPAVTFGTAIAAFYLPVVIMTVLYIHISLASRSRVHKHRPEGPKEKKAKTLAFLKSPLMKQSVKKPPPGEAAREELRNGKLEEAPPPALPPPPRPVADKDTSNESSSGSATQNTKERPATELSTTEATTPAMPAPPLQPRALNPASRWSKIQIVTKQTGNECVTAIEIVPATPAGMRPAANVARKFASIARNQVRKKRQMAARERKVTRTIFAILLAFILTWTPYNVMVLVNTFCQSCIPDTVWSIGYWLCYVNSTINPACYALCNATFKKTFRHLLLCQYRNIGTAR
CHRM5 antagonist: human M5 muscarinic receptor antagonists, primary screen, CHO cells, Fluo-8 calcium fluorescence; CHO-hM5 cells, ACh EC80; 360,000 tested, 0.59% active; inhibition, % at 3 µM; Muscarinic acetylcholine receptor M5 (Homo sapiens), P08912;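 active = inhibition above a per-plate cutoff, the mean of that plate's test compounds plus 3 SD, cut at about 27% in these data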;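 note: 0% = acetylcholine EC80 with DMSO and 100% = DMSO without agonist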
M5 PAM: human M5 muscarinic receptor positive allosteric modulators, primary screen, CHO-K1 cells, Fluo-8 calcium fluorescence; activation, % at 3 µM; CHO-K1 hM5, ACh EC20 PAM; 0% = ACh EC20, 100% = ACh EC100; 360,000 tested, 0.3% active; Muscarinic acetylcholine receptor M5 (Homo sapiens), P08912;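 active = activation above the run cutoff, the mean activation of all test compounds plus 3 SD, cut at about 18% in these data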
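system = human M5 receptor in CHO-K1 cells | reagent = EC20 acetylcholine as agonist stimulus | compound dosing = single-point, 3 µM nominal | incubation = Fluo-8 loading 80 min at 37 °C plus 30 min room temperature | detection = Fluo-8 calcium dye fluorescence, kinetic read | benchmarks = low control EC20 acetylcholine (0%), high control EC100 acetylcholine (100%)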
TAAR1 ag: human TAAR1 agonists, primary screen, Fluo-8 calcium fluorescence, CHO RD-HGA16 cells; vehicle wells 0%, saturating PEA agonist 100%; activation, % at 3 µM; 360,000 tested, 0.99% active; AID 624467, 2012;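 active = activation above the mean activation of all test compounds in the run plus 3 SD, cut at about 38% in these data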
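test system = CHO RD-HGA16 cells carrying human TAAR1 plus Gα16 | schedule = 17-24 h seeding, 75 min 37 °C dye, 30 min RT | compound dosing = 3 µM single concentration | control set = DMSO and PEA EC100 | replicates = n 1 | signal = Fluo-8 fluorescence, 5 s baseline then 140 s kinetic read | measure = percent activation vs PEA EC100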
CRFBP-R2 agonist: agonists of CRF-BP/CRF-R2 complex, primary screen, cell-based, HEK293, calcium dye fluorescence, uHTS. AID 588473, 2011. 350,000 tested, 0.46% active. activation, % at 13.2 µM. calcium dye fluorescence (FLIPR); percent of saturating CRF peptide response. CRF-binding protein / CRF receptor 2 complex (human);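 active = activation of at least 50%, plus an integration ratio under a set limit after plate pattern correction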;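 note: plate controls were neutral control wells without compound for no effect and CRF at EC100 for full effect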
* hit, by the source's call; x = no result given. Random draw from the library (roughly 4.2% active in at least one column).

SMILES	TAAR1 antagonist	M5 ag	CHO-K1 Ca PAM	CRFBP-R2 block	M4 PAM	CHRM5 antagonist	M5 PAM	TAAR1 ag	CRFBP-R2 agonist
CCOc1ccc(NC(=O)NC2CC(=O)N(c3ccc(OC)cc3)C2)cc1 (stereo not drawn)	-33	-2	-14	-20	10	-8	9	-1	-0.1
COc1ccc(CC(=O)NNC(=O)COc2ccc(C)cc2)cc1S(=O)(=O)N1CCOCC1	6	-1	12	-3	4	2	-2	3	0.2
O=C(NC1CCC(O)CC1)c1ccc2c(c1)S(=O)(=O)N=C1CCCCCN12 (stereo not drawn)	-41	-2	4	1	10	4	4	11	0.4
COC(=O)C1=C(C)N(CCCC(=O)O)C(=O)NC1c1ccc(-c2ccccc2)cc1 (stereo not drawn)	-6	-2	19	8	6	13	-7	5	-0.1
O=C1CN(C(=O)COC(=O)CCCOc2ccccc2)c2ccccc2N1	9	4	-7	4	0	2	6	1	3.0
O=C(CCC1N=C2c3ccccc3N=C(SCc3ccc(Cl)cc3)N2C1=O)NCc1ccco1 (stereo not drawn)	3	-2	-6	-10	-9	-12	6	15	1.4
CC(C)CNC(=S)NNC(=O)c1ccco1	4	0	5	1	38*	-6	12	6	1.7
COC(=O)c1cc(NC(=O)COC(=O)C2COc3ccccc3O2)cc(C(=O)OC)c1 (stereo not drawn)	72*	4	-6	3	2	11	-13	9	0.9
CC(=O)Nc1ccc(OCC(O)CN2CCN(c3ccccc3Cl)CC2)cc1 (stereo not drawn)	-4	-13	14	-23	0	-5	-5	11	-0.7
COc1ccc(CNC(=O)Cn2cnc3c(NCc4ccccc4)ncnc32)cc1	-1	3	10	5	2	0	5	0	-1.8
CC(O)CNCCCOc1cccc(Oc2ccccc2)c1 (stereo not drawn)	3	-8	2	-5	-6	5	1	5	-2.9
Nc1ncnc2c1ncn2[C@@H]1O[C@H](CNC(=O)[C@H](N)Cc2cscn2)[C@@H](O)[C@H]1O	1	2	4	-8	-1	-3	-4	2	0.0
COC(=O)c1ccc(C(=O)NC2CCCN(Cc3ccc(Cl)cc3)C2)nc1 (stereo not drawn)	-3	-9	0	3	-2	-11	7	1	-4.6
COc1ccc2cc(C(=O)N3CCOCC3)sc(=O)c2c1OC	-3	-2	17	2	4	-4	-1	1	1.3
COc1ccccc1N1C(=O)c2ccccc2NC1C(OC)OC (stereo not drawn)	5	1	14	13	12	4	4	2	-1.0
Clc1ccccc1-c1ncnc2ccc(Br)cc12	-11	4	6	-31	-11	12	-10	10	0.6
COc1ccc(OC)c(CN(CCN2CCOCC2)S(=O)(=O)c2ccc(NC(C)=O)cc2)c1	-5	0	22	-6	-5	-5	-2	3	1.8
CCCCC(=O)NNC(=S)NCc1ccccc1	-3	-2	11	-1	-1	0	0	8	-1.7
O=c1c2ccccc2ncn1CCc1ccncc1	-22	-2	8	14	-1	14	-7	1	-2.2
COc1ccccc1NC(=O)c1ccc(Br)o1	4	-9	14	42	6	1	-4	9	-2.4
CC(C)C[C@H](NC(=O)NCc1ccc(F)cc1)C(=O)O	-4	3	-13	20	10	-7	11	8	-0.6
CN1C(=O)CC(N2CCN(c3ncccn3)CC2)C1=O (stereo not drawn)	6	-1	14	-4	5	4	0	9	0.2
COc1ccccc1N1CCN(C(=O)CCc2nnc3ccc(N4CCCC4)nn23)CC1	42	1	-10	-6	-12	14	-6	10	-1.5
Cn1nccc1C(=O)OCC(=O)Nc1ccccc1	-4	-2	7	3	10	5	-1	1	-1.5
CC(C)C(NC(=O)c1ccccc1)C(=O)NCC(c1ccccc1)N(C)C (stereo not drawn)	-18	-3	5	-20	4	-1	3	6	3.2
Cc1c(Br)c([N+](=O)[O-])nn1CCCC(=O)N1CCN(c2ccccc2)CC1	-8	-2	24	0	-4	3	-6	3	-1.1
O=C(/C=C/c1ccc(OC2CSC2)cc1)c1ccc(Cl)cc1	6	1	14	-22	-8	2	-5	-4	2.1
CC1C(=O)N(Cc2cn(CCC3OCCO3)nn2)CCS(=O)(=O)N1Cc1ccc(-c2ccc(Cl)c(Cl)c2)cc1 (stereo not drawn)	75*	5	16	-2	-6	9	-3	20	-0.3
Cc1c(Cl)cccc1NS(=O)(=O)c1ccc2c(c1)C1C=CCC1C(c1ccc(C(=O)O)cc1)N2 (stereo not drawn)	x	-1	19	-11	2	3	0	x	4.4
CCN(CC)CCCNC(=O)CNC(=O)c1nn(-c2ccc(OC)c(OC)c2)c(=O)c2ccccc12	-5	-4	-4	1	-2	-9	9	-2	1.2
O=C(c1ccccc1)N(c1ccccc1)c1ccccc1O	-11	0	-5	14	1	-1	5	1	-4.9
CC(CNC(=O)CCC(=O)N1CCOc2ccc(Cl)cc21)c1ccccc1 (stereo not drawn)	-16	2	-9	-23	-6	9	-14	0	0.0
N#Cc1nc(Cc2cccc3ccccc23)oc1NCCCn1ccnc1	-9	-5	18	4	1	-1	-2	20	-1.6
CCOC(=O)C1(C)CCN1C(=O)c1ccc(OC)c(F)c1 (stereo not drawn)	1	-1	0	x	1	3	-3	-1	x
O=C(NCCc1ccccc1F)C1C(=O)Nc2ccccc2C(=O)N1C1CCCCC1 (stereo not drawn)	-31	3	x	x	6	2	11	4	x
NC(=O)c1cc[n+](CC(=O)NC(=O)Nc2ccccc2)cc1	-4	3	11	1	1	-1	5	-1	-0.6
CCNc1nc(NCC)n2c(SCc3nc4ccccc4c(=O)[nH]3)nnc2n1	-2	1	-5	-15	-5	-2	3	3	1.1
COc1cccc(-c2cnc3c(NC(C)=O)cc(-c4ccc(C(=O)NC5CC5)cc4)cn23)c1	-4	0	18	x	-2	2	-3	2	x
CC(C)c1ccc(NC(=O)CC2Oc3ccccc3NC2=O)cc1 (stereo not drawn)	-8	-3	-18	-14	-6	7	-7	-3	0.5
COc1ccc(CN2CCN(C(=O)CCC(=O)Nc3nnc(CC(C)C)s3)CC2)cc1F	-10	-2	-16	-14	-12	8	-5	2	4.5
Cc1ccc(CNC(=O)C(=O)NCC(c2ccco2)N2CCOCC2)cc1 (stereo not drawn)	-6	1	-13	-9	10	3	-1	2	-0.5
CC1CCCCN1C(=O)c1ccc(Br)o1 (stereo not drawn)	-3	-5	17	-1	0	-5	1	0	0.7
CC(C)(C)CC(=O)Nc1ccc(-c2cn3cccnc3n2)cc1	-12	2	9	5	-5	15	-8	2	0.9
CCOc1ccc2nc(SCC(=O)NCC3CCCO3)c(C#N)cc2c1 (stereo not drawn)	11	-3	9	10	4	-4	2	0	-1.2
On1cnnc1-c1ccccc1	5	2	16	20	14	-9	12	0	0.6
COC(=O)c1ccc(C(=O)OC)c(NC(=O)CCc2ccc(C)o2)c1	2	-9	9	21	-1	-3	-12	12	1.9
CCCN1CCN(S(=O)(=O)c2ccc(OC)c(Br)c2)CC1	16	-8	-1	9	2	4	1	1	0.4
O=C(O)COc1ccccc1/C=N/NC(=O)CN1CCN(S(=O)(=O)c2ccc(Br)cc2)CC1	-16	-9	12	-8	6	-1	0	1	4.7
COc1cc(NS(=O)(=O)c2ccc(-c3ccc(=O)[nH]n3)o2)cc(OC)c1OC	1	-3	11	-4	2	10	-2	0	-1.6
O=C(CSc1nccc2ccccc12)N1CCN(Cc2ccc3c(c2)OCO3)CC1	-2	-1	-3	2	-12	0	5	0	-0.3
CCOc1ccc(NC(=O)CCCN2C(=O)C(c3ccccc3)Oc3cccnc32)cc1 (stereo not drawn)	2	-6	14	57*	2	16	-6	-1	-0.7

Some of the entries so far, field by field.
molecule: CC(O)CNCCCOc1cccc(Oc2ccccc2)c1 (stereo not drawn)
  TAAR1 antagonist: 3
  M5 ag: -8
  CHO-K1 Ca PAM: 2
  CRFBP-R2 block: -5
  M4 PAM: -6
  CHRM5 antagonist: 5
  M5 PAM: 1
  TAAR1 ag: 5
  CRFBP-R2 agonist: -2.9
molecule: O=C(NC1CCC(O)CC1)c1ccc2c(c1)S(=O)(=O)N=C1CCCCCN12 (stereo not drawn)
  TAAR1 antagonist: -41
  M5 ag: -2
  CHO-K1 Ca PAM: 4
  CRFBP-R2 block: 1
  M4 PAM: 10
  CHRM5 antagonist: 4
  M5 PAM: 4
  TAAR1 ag: 11
  CRFBP-R2 agonist: 0.4

Entries above that have an aryl methoxy group, in the order listed:
SMILES	TAAR1 antagonist	M5 ag	CHO-K1 Ca PAM	CRFBP-R2 block	M4 PAM	CHRM5 antagonist	M5 PAM	TAAR1 ag	CRFBP-R2 agonist
CCOc1ccc(NC(=O)NC2CC(=O)N(c3ccc(OC)cc3)C2)cc1 (stereo not drawn)	-33	-2	-14	-20	10	-8	9	-1	-0.1
COc1ccc(CC(=O)NNC(=O)COc2ccc(C)cc2)cc1S(=O)(=O)N1CCOCC1	6	-1	12	-3	4	2	-2	3	0.2
COc1ccc(CNC(=O)Cn2cnc3c(NCc4ccccc4)ncnc32)cc1	-1	3	10	5	2	0	5	0	-1.8
COc1ccc2cc(C(=O)N3CCOCC3)sc(=O)c2c1OC	-3	-2	17	2	4	-4	-1	1	1.3
COc1ccccc1N1C(=O)c2ccccc2NC1C(OC)OC (stereo not drawn)	5	1	14	13	12	4	4	2	-1.0
COc1ccc(OC)c(CN(CCN2CCOCC2)S(=O)(=O)c2ccc(NC(C)=O)cc2)c1	-5	0	22	-6	-5	-5	-2	3	1.8
COc1ccccc1NC(=O)c1ccc(Br)o1	4	-9	14	42	6	1	-4	9	-2.4
COc1ccccc1N1CCN(C(=O)CCc2nnc3ccc(N4CCCC4)nn23)CC1	42	1	-10	-6	-12	14	-6	10	-1.5
CCN(CC)CCCNC(=O)CNC(=O)c1nn(-c2ccc(OC)c(OC)c2)c(=O)c2ccccc12	-5	-4	-4	1	-2	-9	9	-2	1.2
CCOC(=O)C1(C)CCN1C(=O)c1ccc(OC)c(F)c1 (stereo not drawn)	1	-1	0	x	1	3	-3	-1	x
COc1cccc(-c2cnc3c(NC(C)=O)cc(-c4ccc(C(=O)NC5CC5)cc4)cn23)c1	-4	0	18	x	-2	2	-3	2	x
COc1ccc(CN2CCN(C(=O)CCC(=O)Nc3nnc(CC(C)C)s3)CC2)cc1F	-10	-2	-16	-14	-12	8	-5	2	4.5
CCCN1CCN(S(=O)(=O)c2ccc(OC)c(Br)c2)CC1	16	-8	-1	9	2	4	1	1	0.4
COc1cc(NS(=O)(=O)c2ccc(-c3ccc(=O)[nH]n3)o2)cc(OC)c1OC	1	-3	11	-4	2	10	-2	0	-1.6

High-throughput results from PubChem BioAssay.
